hIAP activ: human IAP activators, primary screen, biochemical, luminescence, uHTS | activation factor at 10 µM | hit rate 0.16% among 330,000 | purified human IAP, CDP-Star luminescence, 30 min; hits give high values; 1 = vehicle-only enzyme, 0 = enzyme-free background | AID 2524, 2010;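 active means activation factor of the enzyme at least 2-fold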; further: the source names both 10 and 20 µM as test concentration; values of inactives mirror those of a sister screen read the other way
hIAP block: human IAP inhibitors, primary screen, biochemical, luminescence, uHTS | Intestinal-type alkaline phosphatase (Homo sapiens), P09923 | AID 2544, 2010 | inhibition, % at 10 µM | hit rate 0.12% among 330,000 | purified IAP, CDP-Star luminescence, 30 min;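 active means inhibition reaching a set limit with compound at 10 µM in the primary screen, cut at about 35% in these data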;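 further: plate controls were DMSO wells with enzyme for no effect and no-enzyme buffer wells for full effect; values of inactives mirror those of a sister screen read the other way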
mIAP activ: activators of mouse IAP, primary screen, biochemical, luminescence, uHTS | intestinal alkaline phosphatase [Mus musculus] | muIAP, CDP-Star luminescence, 30 min; hits give high values; 1 = vehicle-only enzyme signal, 0 = enzyme-free wells | activation factor at 10 µM | hit rate 0.24% among 330,000 | AID 2805, 2010;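 active means activation factor of at least 2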; further: the source names both 10 and 20 µM as test concentration; values of inactives mirror those of a sister screen read the other way
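Assay system: mouse IAP enzyme; reagent: chemiluminescent substrate CDP-Star; dosing: test compounds delivered from DMSO solution; schedule: 30 min at room temperature; measured by: luminescence from enzymatic CDP-Star hydrolysis; controls: DMSO-only wells and no-enzyme negative control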
A3G deaminase: APOBEC3G DNA deaminase inhibitors, primary screen, biochemical, fluorescence, single-stranded DNA substrate, uHTS; recombinant A3G, ssDNA deamination FAM/TAMRA fluorescence; inhibition, % at 20 µM; hit rate 0.28% among 330,000; AID 493012, 2011;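 active means inhibition of at least 40% at 20 µM, with no more than 30% in the related APOBEC3A deaminase screen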;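 further: plate controls were DMSO wells with A3G for no effect and wells lacking A3G enzyme for full effect; some compounds called inactive have numbers as strong as hits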
Target sequence (Q9HC16 whole entry, looked up): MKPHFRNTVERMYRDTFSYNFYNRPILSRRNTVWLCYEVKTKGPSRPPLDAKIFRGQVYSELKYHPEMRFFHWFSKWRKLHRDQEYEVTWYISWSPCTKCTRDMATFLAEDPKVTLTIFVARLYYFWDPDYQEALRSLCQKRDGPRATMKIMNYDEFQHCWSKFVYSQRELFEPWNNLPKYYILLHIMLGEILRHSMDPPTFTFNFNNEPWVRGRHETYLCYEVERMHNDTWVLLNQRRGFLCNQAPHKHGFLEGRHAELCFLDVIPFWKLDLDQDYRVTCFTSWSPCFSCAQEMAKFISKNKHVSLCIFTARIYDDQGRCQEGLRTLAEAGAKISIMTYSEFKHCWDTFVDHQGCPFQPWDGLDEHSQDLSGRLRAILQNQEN
MPTP block: mitochondrial permeability transition pore inhibitors, primary screen, biochemical, isolated mouse mitochondria, absorbance; Ca2+ swelling absorbance, 30 min; inhibition, % at 10 µM; hit rate 1.4% among 360,000; AID 602449, 2012;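 active means inhibition of 50% or more, scaled per plate between neutral and stimulator controls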;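 further: 0% = DMSO wells given calcium and 100% = 1 mM EGTA wells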
mIAP block: inhibitors of mouse IAP, primary screen, biochemical, luminescence, uHTS | hit rate 0.2% among 330,000 | inhibition, % at 10 µM | purified mouse IAP, CDP-Star luminescence, 30 min | intestinal alkaline phosphatase [Mus musculus];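 active means inhibition of at least 40% at 10 µM in the primary screen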;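 further: plate controls were DMSO with enzyme for no effect and no enzyme wells for full effect; values of inactives mirror those of a sister screen read the other way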
APOBEC3A inh: APOBEC3A ssDNA deaminase inhibitors, primary screen, selectivity assay for APOBEC3G inhibitor project, biochemical, FAM/TAMRA oligo cleavage fluorescence. DNA dC->dU-editing enzyme APOBEC-3A (Homo sapiens), P31941. recombinant A3A, FAM/TAMRA ssDNA deamination fluorescence. inhibition, % at 20 µM. hit rate 0.41% among 330,000. AID 493011, 2011;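 active means at least 40% inhibition at 20 µM here, with at most 30% in a related deaminase screen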;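 further: plate controls were A3A with DMSO for no effect and wells lacking A3A enzyme for full effect; some results filed as inactive read as strong as hits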
ATG4B inhibitor: ATG4B protease inhibitors, primary screen, biochemical, fluorescence, uHTS; Cysteine protease ATG4B (Homo sapiens), Q9Y4P1; ATG4B cleavage of LC3-PLA2, NBD-HPC fluorescence, 1 h; inhibition, % at 8.33 µM; hit rate 0.51% among 340,000; in the data active means inhibition above about 40%
Target sequence (Q9Y4P1 whole entry, looked up): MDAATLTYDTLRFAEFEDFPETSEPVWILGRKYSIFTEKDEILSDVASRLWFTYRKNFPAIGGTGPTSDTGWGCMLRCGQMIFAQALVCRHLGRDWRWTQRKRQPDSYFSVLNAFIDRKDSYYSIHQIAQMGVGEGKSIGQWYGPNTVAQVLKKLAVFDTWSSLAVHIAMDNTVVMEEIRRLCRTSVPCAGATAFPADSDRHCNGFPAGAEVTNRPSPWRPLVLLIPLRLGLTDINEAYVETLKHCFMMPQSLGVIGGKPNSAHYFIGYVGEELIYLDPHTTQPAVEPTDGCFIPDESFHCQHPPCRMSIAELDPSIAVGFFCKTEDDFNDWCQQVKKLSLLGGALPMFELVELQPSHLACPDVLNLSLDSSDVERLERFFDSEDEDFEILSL
beta cell repl: inducers of MIN6 beta-cell proliferation, primary screen, ATP luminescence, uHTS. MIN6 cells proliferation, ATPlite luminescence, 48 h; cells starved in 0.2% serum; 100% = growth in 10% serum. proliferation, % at 10 µM. hit rate 0.29% among 330,000;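 active means compounds whose signal lies at least 3.5 SD above the mean of all wells on their plate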;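 further: 0% = DMSO-treated cells in low-serum medium and 100% = 10% serum control; some compounds called inactive have numbers as strong as hits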
* = called active by the depositor; . = no result given.

item	canonical_smiles	hIAP activ	hIAP block	mIAP activ	A3G deaminase	MPTP block	mIAP block	APOBEC3A inh	ATG4B inhibitor	beta cell repl
1	O=C(Nc1ccc(S(=O)(=O)NC2=NCCCCC2)cc1)c1ccc(Cl)c([N+](=O)[O-])c1	0.91	9	1	-3	-2.2	-1	1	-7	-6
2	COc1ccc(CN(CC(=O)NCc2ccc(F)cc2)C(=O)CCC(=O)Nc2cc(C)ccn2)cc1	0.98	2	0.96	-4	0.7	4	-3	-3	-2
3	CCCCn1ccnc1C(=O)c1cc(S(=O)(=O)N2CCOCC2)ccc1C	0.9	10	0.84	-4	1.2	16	1	-2	-4
4	CCOC(=O)c1ccc(NC(=S)NCCc2ccc(OC)c(OC)c2)cc1	1.1	-8	2	0	43	-95	1	-10	-2
5	O=C(N/N=C/C(Br)=C\c1ccccc1)c1n[nH]c2c1CCC2	1.2	-18	0.99	-9	-0.1	1	-4	6	-6
6	Cc1ccccc1/C=N/n1c(C2CCCCC2)n[nH]c1=S	0.96	4	0.94	-1	0.6	6	-2	9	6
7	CCN(CCCNC(=O)C1CCC(=O)N1Cc1ccc(F)cc1)c1cccc(C)c1 (stereo not given)	1.1	-13	1.1	3	-0.8	-8	-6	-3	-3
8	Fc1ccc(Nc2ccc3ccccc3n2)c(F)c1	0.96	4	1.1	-5	1.9	-6	5	-1	-3
9	CCn1c(SCC(=O)C(C)(C)C)nnc1-c1cccnc1	0.96	4	1.2	-10	0.3	-17	-4	5	-4
10	CCCNC(=O)c1ccc2c(=O)c(O)c(-c3cccc(Br)c3)[nH]c2c1	1.2	-22	1.1	-9	3.3	-6	23	4	-8
11	NS(=O)(=O)c1ccc(CCNC(=O)CSc2ncnc3ccccc23)cc1	1.2	-19	1	-4	0.7	0	35	-7	-4
12	COc1cccc(NC(=O)c2ccc(CN3CCN(c4ccccc4)CC3)cc2)c1	0.86	14	1	-4	12	-2	1	-9	-4
13	Cc1ccc2c(c1)C1CN(C)CCC1N2C(=O)c1cccc(S(=O)(=O)N(C)C)c1 (stereo not given)	0.98	2	1.1	-4	0.0	-7	-1	-4	0
14	CCN(CC)CCn1c(-c2ccc(C)cc2)nc(=S)c2c1CC(C)(C)OC2	1.2	-24	0.91	-4	1.9	9	-1	-1	0
15	CCCc1cc(=O)oc2cc(C)cc(OC(C)C(=O)NCC3CCC(C(=O)O)CC3)c12 (stereo not given)	1.1	-8	1.1	-13	-0.2	-6	-4	4	2
16	O=C(/C=C/c1ccc(N2CCCCC2)c([N+](=O)[O-])c1)c1ccc(O)cc1	0.69	31	0.9	0	2.3	10	1	1	-6
17	Cc1ccc(C(=O)OCC(=O)NCCNC(=O)COC(=O)c2ccc(C)o2)o1	1.1	-11	1	-4	0.2	0	8	-3	1
18	CCOc1ccccc1C(=O)Nc1ccc(S(=O)(=O)N2CCN(C)CC2)cc1	1.2	-16	1	-5	-1.0	-1	1	9	-2
19	CCN(CC)c1ccc(N)cc1S(=O)(=O)Nc1ccc(OC)cc1	1.1	-14	0.92	-8	0.8	8	0	-3	3
20	O=[N+]([O-])c1ccc(CNc2cccc(Cl)c2)s1	0.85	14	0.94	-4	2.1	6	4	26	-3
21	CC1(c2ccc3c(c2)OCO3)NC(=O)N(CC(=O)NCCC2=CCCCC2)C1=O (stereo not given)	0.93	7	0.98	-3	0.2	2	-1	-10	-2
22	CC(C)Sc1ccccc1C(=O)Nc1ccc2c(c1)n(C)c(=O)n2C	1.2	-21	1	-6	1.5	-1	-8	-15	-1
23	CN1CCN(C(=S)c2ccc([N+](=O)[O-])cc2)CC1	1.1	-7	0.95	1	-0.1	5	-7	-3	0
24	CCOC(=O)CN(C(=O)CNC(=O)c1ccco1)C(C(=O)NC1CCCCC1)c1cccs1 (stereo not given)	0.94	6	1	-4	0.1	-1	-3	-6	-2
25	O=c1cc(-c2ccccc2Cl)oc2c(Br)ccc(O)c12	0.95	5	1	-5	-0.1	-4	0	4	4
26	CCn1cc(C(=O)O)c(=O)c2cc(OC)ccc21	1.1	-11	0.96	7	-1.8	4	1	1	-4
27	O=C(Nc1ccc(Cl)cc1)C1=Cc2ccccc2OC1	0.97	3	0.85	-4	89*	15	-2	-3	-1
28	O=C(CCSc1nnc(-c2ccncc2)o1)Nc1ccc(Cl)cc1	1.1	-10	1	5	-1.6	-5	-2	-3	-3
29	CCCS(=O)(=O)c1c(S(=O)(=O)CCC)c2ccc(C(N)=O)cn2c1C(=O)c1ccc(OC)cc1	1.2	-20	0.98	0	-0.5	2	-3	0	-5
30	N#Cc1ccc(-c2ccccc2)nc1SCC(=O)c1cccc(Cl)c1	1.1	-12	0.96	-4	2.0	4	0	-3	-4
31	COc1ccc(-c2nc(=S)c3c(n2Cc2cccnc2)CC(C)(C)OC3)cc1	1	0	1	0	1.9	-2	0	-8	0
32	CN(C)CCNC(=O)c1ccc(COc2ccc(Cl)cc2Cl)cc1	1	-4	1	2	-5.0	-5	4	3	-6
33	Cc1ccccc1NC(=O)CCNS(=O)(=O)c1ccc2c(c1)CCC(=O)N2	0.82	18	1	-8	-0.7	0	-4	1	0
34	CCCSc1nc2c(c(=O)[nH]c(=O)n2C)n1CC(O)COc1ccccc1 (stereo not given)	1.1	-10	1	-2	4.9	-3	0	-11	1
35	O=c1[nH]c2ccccc2n1C1CCCCC1	0.91	9	0.99	-11	-1.8	1	-3	6	-2
36	C=CCSC1=N/C(=C\c2cc(OC)c3c(c2)OCO3)C(=O)S1	0.89	11	0.78	2	3.5	22	18	-16	-6
37	CS(=O)(=O)c1cccc(C(=O)Nc2nnc(C3=COCCO3)o2)c1	1	-2	0.93	-2	-0.8	8	1	4	2
38	O=C(C1=C[C@H](c2ccccc2)C[C@H](OCCCCO)O1)N1CCN(Cc2ccccc2)CC1	1.1	-8	0.97	-3	-2.9	3	-2	-11	-4
39	O=C(NCCCn1ccnc1)c1cn(Cc2ccc(F)cc2)nn1	1.1	-12	1.1	-4	2.5	-9	0	4	-1
40	CC1=Nc2ccccc2N=C(NC(=O)CSc2nnnn2-c2ccccc2)C1c1ccccc1 (stereo not given)	1.1	-6	1.2	-4	-3.0	-22	1	16	-4
41	O=C(CN(C(=O)CNC(=O)c1ccco1)c1ccc(F)cc1)NC1CCCCC1	0.84	16	0.93	-6	-1.5	7	-3	-7	0
42	Cc1nc2ccc(NC(=O)c3nn(CC(C)C)c(=O)c4ccccc34)cc2s1	0.91	9	1	-6	0.5	-4	-1	0	-1
43	COc1ccc(N(C)C(=O)c2ccc(NC(=O)CCS(=O)(=O)c3cccs3)cc2)cc1	0.95	5	0.99	-7	1.0	1	-2	-14	-4
44	CCOCCn1ccc2c(OCC(=O)Nc3ccccc3F)cccc2c1=O	1	-1	0.94	3	0.8	6	-1	-7	-2
45	Cc1ccc(S(=O)(=O)N2CCCN(C(=O)c3ccc(-n4nccc4C)cc3)CC2)cc1	0.94	6	1	-10	1.6	-2	1	-13	3
46	O=C(Cn1cc(S(=O)(=O)N2CCCC2)c(S(=O)(=O)N2CCCC2)c1)NCc1ccco1	1.2	-18	1	-7	-0.2	0	-4	3	-2
47	CC1=CC(=C2C=CC(=O)C=C2)C=C(C)N1C	1.1	-11	0.99	-2	.	1	0	.	1
48	O=C(O/N=C1/CCSc2ccccc21)c1ccc(F)cc1	0.81	19	0.91	-6	-1.1	9	-2	40	1
49	COc1c(F)c(F)c(C(=O)O)c(Nc2ccc(C)cc2)c1F	1	-2	1	2	0.6	0	3	-1	0
50	COc1ccc(C)c(Cn2c(-c3nonc3N)nc3ccccc32)c1	0.85	15	0.95	-9	-0.5	5	0	-1	0
